Screening results: PubChem BioAssay, several laboratories
Shn3 3UTR inh = Schnurri-3 reporter inhibition in Clone20 osteoblasts; inhibition, % at 12.5 µM; hit rate 0.52% among 360,000; Clone20 osteoblast Shn3 3'UTR firefly luciferase, 24 h;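 active means mean inhibition of at least 75% with every replicate also reaching 75%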;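 further: 0% = median of neutral control wells and 100% = pilot-screen positive control compound; some compounds past the cut are filed as inactive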
KKLEB cytotox = reduces viability of KKLEB cystic fibrosis airway cells; KKLEB CF airway cells viability, ATPlite luminescence, overnight; stronger effect = lower value; cells stimulated with P. aeruginosa culture filtrate; activity change (cytotoxicity), % at 5 µM; hit rate 0.36% among 360,000;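 active means corrected activity change at or below -50% at 5 µM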
NR5A2 inv ag = inverse agonists of human LRH-1 (NR5A2). hit rate 0.13% among 360,000. AID 602396. HEK293T StAR-luciferase reporter, LRH-1 transfected, 24 h. inhibition, % at 3.6 µM. O00482;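 active means inhibition above the mean inhibition of all tested compounds plus 3 SD, cut at about 73% in these data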;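 further: 0% = DMSO wells and 100% = reporter-only cells lacking LRH-1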
Target sequence (O00482 whole entry, looked up): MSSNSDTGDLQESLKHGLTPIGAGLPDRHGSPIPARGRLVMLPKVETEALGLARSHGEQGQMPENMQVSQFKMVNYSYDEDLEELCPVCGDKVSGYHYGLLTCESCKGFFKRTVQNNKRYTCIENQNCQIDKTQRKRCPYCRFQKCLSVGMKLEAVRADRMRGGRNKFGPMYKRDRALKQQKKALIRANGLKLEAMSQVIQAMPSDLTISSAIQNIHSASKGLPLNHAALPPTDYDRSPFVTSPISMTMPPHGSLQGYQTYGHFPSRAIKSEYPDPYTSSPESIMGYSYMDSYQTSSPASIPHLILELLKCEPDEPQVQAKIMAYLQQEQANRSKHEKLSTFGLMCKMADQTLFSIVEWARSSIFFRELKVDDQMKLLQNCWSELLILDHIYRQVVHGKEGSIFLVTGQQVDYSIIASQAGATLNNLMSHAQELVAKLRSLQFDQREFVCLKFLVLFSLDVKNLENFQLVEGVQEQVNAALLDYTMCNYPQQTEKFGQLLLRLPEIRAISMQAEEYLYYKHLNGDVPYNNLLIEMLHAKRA
TWEAK-Fn14 inh = blocks TWEAK-Fn14 interaction in a reporter cell assay. inhibition, % at 10 µM. hit rate 2% among 360,000. TWEAK-stimulated Fn14 reporter cells, luciferase luminescence, 8 h; in the data active means inhibition above about 50%
C8 TRAIL sens = sensitizes caspase-8 expressing cells to TRAIL | hit rate 1% among 360,000 | NB7+C8 cells + TRAIL, ATPlite viability luminescence | inhibition (viability loss, TRAIL sensitization), % at 10 µM;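 active means compounds causing at least 50% loss of cell viability in the single-dose screen, relative to plate controls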
TROY signal inh = inhibitors of TROY-dependent NF-kB signaling; Q293 LMP1-TROYcd NF-kB luciferase reporter, 4 h; inhibition, % at 10 µM; hit rate 0.98% among 360,000;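 active means compounds whose plate-normalised and pattern-corrected inhibition of the luciferase reporter signal at the single screening dose is 50% or more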
CF NFkB inh = blocks PAF-induced NF-kB reporter in cystic fibrosis cells | AID 588850 | KKLEB NF-kB-GFP reporter, GFP fluorescence overnight | inhibition, % at 5 µM | hit rate 0.86% among 360,000;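 active means at least 50% inhibition at 5 µM, scaled per plate between neutral and stimulator controls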;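 further: PAF is a Pseudomonas aeruginosa culture filtrate used as stimulus; plate controls were PAF-stimulated DMSO wells for no effect and unstimulated DMSO wells for full effect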
EBV LMP1 NFkB = Epstein-Barr LMP1 NF-kappaB reporter inhibition; LMP1-induced NF-kappaB luciferase reporter cells, luminescence; inhibition, % at 12.5 µM; hit rate 0.69% among 350,000; AID 504558; in the data active means inhibition above about 41%;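 further: 0% = neutral control wells and 100% = reference inhibitor control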
NCOA3 inh = inhibits human SRC3 coactivator | AID 588352 | Q9Y6Q9 | HEK293 GAL4-SRC3 luciferase reporter, luminescence | hit rate 0.17% among 360,000 | inhibition, % at 3.6 µM;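 active means inhibition above a per-campaign cutoff, the mean of all compounds plus 3 SD, cut at about 60% in these data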;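 further: 0% = DMSO-treated cells and 100% = gossypol-treated cells at 36 µM; higher means less SRC3-driven luciferase light from the GAL4 reporter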
COUP-TFII inh = blocks human COUP-TFII nuclear receptor; P24468; HEK293T NGFI-A luciferase reporter, luminescence; inhibition, % at 8.6 µM; hit rate 0.7% among 370,000;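 active means inhibition above a per-plate cutoff, mean inhibition of test wells between control levels plus 3 SD, cut at about 38% in these data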;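 further: cells cotransfected with COUP-TFII expression vector driving the NGFI-A reporter; 0% = median of COUP-TF2 test wells and 100% = reporter-only cells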
Target sequence (P24468 whole entry, looked up): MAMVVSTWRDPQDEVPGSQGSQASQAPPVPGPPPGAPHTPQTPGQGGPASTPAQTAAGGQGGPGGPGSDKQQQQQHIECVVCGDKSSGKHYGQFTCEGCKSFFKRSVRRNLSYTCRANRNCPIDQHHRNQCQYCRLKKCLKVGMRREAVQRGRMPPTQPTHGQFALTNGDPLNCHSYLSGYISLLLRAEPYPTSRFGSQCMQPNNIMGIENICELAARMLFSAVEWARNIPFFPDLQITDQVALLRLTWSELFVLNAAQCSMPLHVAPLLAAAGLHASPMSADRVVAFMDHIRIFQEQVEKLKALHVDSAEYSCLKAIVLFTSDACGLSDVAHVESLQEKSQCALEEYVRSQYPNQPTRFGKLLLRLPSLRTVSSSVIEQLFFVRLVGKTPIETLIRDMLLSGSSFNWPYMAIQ
SRC1 inh = inhibits human SRC1 coactivator; Q15788; HEK293 GAL4-SRC1 luciferase reporter, luminescence; inhibition, % at 3.6 µM; hit rate 0.12% among 360,000; AID 588354;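 active means inhibition above the campaign mean plus 3 SD, with each screening campaign given its own cutoff, cut at about 60% in these data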;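 further: 0% = DMSO treated cells and 100% = gossypol at 36 µM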
Numbers without * were called inactive; / = not tested or not shown. Not all compounds are listed; count on the stated rates, not on these rows.

SMILES	Shn3 3UTR inh	KKLEB cytotox	NR5A2 inv ag	TWEAK-Fn14 inh	C8 TRAIL sens	TROY signal inh	CF NFkB inh	EBV LMP1 NFkB	NCOA3 inh	COUP-TFII inh	SRC1 inh
CCC1CCC(C(=O)NNC(=O)c2cc(-c3ccco3)[nH]n2)CC1 (stereo unspecified)	-7.8	13.8	6.2	-0.9	-6.9	2.6	-10.2	7.6	-1.7	5.8	4.0
Cc1ccc(CN2CC(C(=O)NC3CCCC(C)C3C)CC2=O)cc1 (stereo unspecified)	-11.1	-15.7	6.9	5.3	-8.5	-0.6	20.5	1.4	2.3	0.4	-7.8
O=C(CSc1nnnn1C1CCCCC1)N1CCc2ccccc21	-33.4	-35.5	15.7	-17.2	-8.3	-17.4	17.9	-11.6	-0.2	15.7	1.5
COC(=O)C(C)(C(=O)OC)c1ccccc1[N+](=O)[O-]	/	10.4	0.8	-12.7	-2.2	-14.0	-1.2	6.8	14.3	15.7	-1.7
O=C(NCC(c1cccnc1)N1CCN(c2ccc(F)cc2)CC1)c1cccc(Cl)c1 (stereo unspecified)	32.3	-3.4	-10.2	9.7	-0.7	12.8	0.1	19.3	30.8	24.5	15.9
O=C(Nc1ccc(Cl)cc1)N1CCC(CO)(Cc2ccccc2)CC1	2.4	5.4	-2.8	19.1	0.8	-11.7	-19.2	0.6	-3.9	25.4	6.8
COc1cc(CN2CCCCC2C(=O)Nc2ccc(Oc3ccccc3)nc2)ccc1O (stereo unspecified)	-10.5	-8.0	-33.0	2.1	-5.4	-7.7	11.8	-9.0	-15.2	-27.9	-13.5
C/C(=N/NC(=O)CNC(=O)c1cccnc1)c1ccco1	19.9	11.2	11.4	23.7	6.1	-9.3	-5.9	3.7	24.6	-13.7	-3.0
CC1CN(c2ccccc2)NC1=O (stereo unspecified)	-15.7	3.6	24.6	0.1	-31.4	-7.2	7.5	2.3	-2.1	-7.0	-0.2
O=C1/C(=C/c2cccs2)CCC/C1=C\c1cccs1	-22.3	-3.8	-97.0	32.9	17.1	-13.7	-44.2	-33.3	-85.9	-33.0	-126.6
O=C(/C=C/c1ccc2c(c1)OCO2)Nc1ccc(Cl)cn1	-71.5	-18.2	-101.6	6.8	30.8	-25.8	4.3	-52.6	-76.2	-49.1	-84.5
CCOc1ccc(OCc2cccc(C(=O)O)c2)cc1	88.7*	-18.5	-173.1	46.1	83.7*	-30.4	-1.6	83.5*	-77.2	-16.2	-67.6
O=C(NCC(=O)N1CCCCC1)c1ccc(Cl)cc1Cl	-64.2	3.8	-79.3	-6.1	1.8	-32.8	1.5	-9.3	-39.1	-39.4	-72.2
Cc1ccc(-c2csc(Nc3ccc(C(=O)O)cc3)[n+]2Cc2ccccc2)cc1	-57.3	1.2	-29.8	-8.7	33.8	-41.4	-24.5	-8.3	3.9	-3.4	2.4
Cc1ccc(NS(=O)(=O)c2c(F)cc(F)c(Cl)c2F)cc1S(=O)(=O)N1CCOCC1	-8.6	9.0	-1.6	7.3	-1.3	7.7	-27.4	-6.5	-8.4	21.4	-3.5
COC(=O)C1C(=O)NCC1c1ccc(OC)cc1 (stereo unspecified)	21.0	1.5	27.1	14.1	5.7	4.4	9.0	-3.9	3.1	-9.3	2.1
CC(C)(C)C(=O)COC(=O)c1cc(S(=O)(=O)N2CCCCC2)ccc1N1CCOCC1	-0.9	-2.7	17.5	-18.0	1.7	3.5	13.3	-4.0	17.8	8.1	-9.0
c1cnc2ccc(C(c3nnnn3C3CCCC3)N3CCN4CCCC4C3)cc2c1 (stereo unspecified)	-6.1	-2.0	6.9	1.8	-17.8	-2.8	0.9	2.5	6.5	-14.7	-3.7
N#CCSc1nc(-c2ccccc2)cs1	-33.5	1.7	-52.6	-7.8	-3.1	-34.5	0.0	-20.3	-22.7	-27.8	-69.1
CC1(C)Oc2ccc3ccc(=O)oc3c2/C(=N/O)C1=O	-4.4	7.9	-7.5	3.8	-25.4	2.8	6.9	-0.6	2.2	-8.3	-21.9
CC(=O)c1ccc2c(c1)OCCOCCOCCOCCO2	-5.6	12.1	-1.9	-6.7	5.0	1.4	3.3	2.6	-12.5	/	-2.4
CCOC(=O)c1nc(C(=O)NCc2ccc(C)cc2)nc2ccccc12	-10.2	-10.2	18.6	-0.4	-6.3	-12.1	-1.5	-6.8	-11.6	9.8	-18.0
CC1=C(C(=O)N(C)C)CC(CC(=O)NC2CC2)C(=O)N1Cc1ccccc1 (stereo unspecified)	-15.9	-1.1	4.9	-13.7	-3.6	5.6	-5.6	-0.3	5.4	10.3	7.4
Cc1ccc(S(=O)(=O)NC(=O)C2(C)CCN2C(=O)COc2ccc(Cl)cc2)nc1 (stereo unspecified)	-29.3	8.5	-3.9	1.3	-2.5	-2.9	-5.7	/	-13.2	2.9	4.4
Cc1ccccc1-n1sc2cc(F)ccc2c1=O	-16.2	0.6	-0.8	3.1	4.5	-4.6	6.1	3.0	5.9	-7.9	11.4
CCOc1ccc(CCNC(=O)COc2cccc(-n3cnnn3)c2)cc1OCC	6.1	12.5	-9.1	7.7	-25.8	-4.1	-9.0	-0.6	-13.6	-5.2	2.3
COc1ccc(CNC(=O)C(c2ccco2)N(C(=O)CNS(=O)(=O)c2ccccc2)c2ccccc2C)cc1 (stereo unspecified)	20.7	3.3	13.2	29.1	-10.2	8.8	6.1	1.7	18.2	-0.9	1.9
CCCN1CCN(C(=O)CCS(=O)(=O)c2cc3c(cc2Cl)NC(=O)CO3)CC1	-5.3	-0.7	6.7	14.6	9.1	9.1	-29.2	0.7	12.0	1.4	7.7
CCO/C(C)=N/Oc1cnc2ccccc2c1	-45.5	6.5	-33.1	0.4	7.3	-1.9	-45.2	/	-34.9	-21.6	-39.0
CC(C)CN1CC(C)C(=O)N(c2ccccc2)C1=S (stereo unspecified)	-9.6	8.3	4.8	4.3	-11.6	-4.4	4.4	-1.9	-20.4	5.7	-6.7
O=C(CCc1nnc(Cc2ccc(-c3ccccc3)cc2)o1)NCC1CC1	7.5	-8.9	-4.9	-20.6	-5.8	-11.3	-10.2	-2.0	0.5	-5.6	-2.7
Cc1c(C(c2ccc(N(C)C)cc2)c2c(C)n(C)n(-c3ccccc3)c2=O)c(=O)n(-c2ccccc2)n1C	-2.3	3.9	12.2	8.4	13.6	11.2	-12.1	9.8	13.1	-8.1	16.9
O=[N+]([O-])C(=C1NCCN1)C(Cl)=C(Cl)Cl	1.6	1.2	-6.2	2.0	0.5	-12.8	-3.2	-4.1	4.8	8.6	-6.8
NNC(=O)/C(=N/Nc1ccccc1)S(=O)(=O)c1ccc(Cl)cc1	14.2	-11.1	1.5	11.2	22.5	42.2	11.8	17.7	-3.9	17.1	-15.4
CCc1noc(C)c1C(=O)NCCN1C(=O)S/C(=C\c2ccc(OC)cc2)C1=O	28.5	18.1	-15.1	-6.5	-2.2	-19.7	2.4	-3.3	-9.3	-1.4	-30.9
CCOC(=O)C1CCN(C2=C(NS(=O)(=O)c3ccc(Cl)cc3)C(=O)c3ccccc3C2=O)CC1	11.0	-16.9	7.6	-13.2	-1.1	-8.7	-11.3	0.3	0.7	1.6	-5.2
COc1ccc(/C=C2\SC(=O)N(CCNC(=O)Cn3[nH]c(=O)c4ccccc4c3=O)C2=O)cc1	22.9	-10.8	-8.1	51.0*	4.8	35.3	9.7	3.7	-13.3	14.8	0.3
C=CCN=C1SCC(=O)N1S(=O)(=O)c1ccccc1	22.1	-2.8	-14.2	-16.1	8.2	-4.6	27.9	6.7	0.4	5.2	-1.4
CCOC(=O)c1ccc(NC(=O)C2=C(C)Nc3nc(CCCO)nn3C2c2cccc(C)c2)cc1 (stereo unspecified)	-8.5	-11.2	-8.0	-1.7	0.4	5.9	21.9	3.9	8.1	7.5	0.8
CC(C)Oc1ccc(C(=O)OC(C)C(=O)NC2CCCCC2C)cc1 (stereo unspecified)	19.5	4.4	10.5	-7.7	5.3	6.2	-6.5	8.4	2.3	8.9	-8.3
Cc1c(NS(=O)(=O)N2CCCCC2)c(=O)n(-c2ccccc2)n1C	-17.8	-2.5	-0.3	1.8	-10.1	6.4	-2.6	6.2	-6.3	-1.8	3.1
NC(=O)C1CCN(C(=S)c2ccc(-c3ccc(Br)cc3)o2)CC1	-36.5	-1.2	-132.8	-20.2	22.0	-32.0	-10.3	-19.0	-62.7	-11.8	-112.5
CC1(C)CC(=O)C(C(C2=C(O)CC(C)(C)CC2=O)c2ccc([N+](=O)[O-])cc2)C(=O)C1 (stereo unspecified)	-14.1	-0.3	20.3	24.1	-4.2	2.9	-1.3	3.7	21.3	5.9	-7.4
COc1ccc(N=C2SCC(c3ccccc3)=NN2C)cc1	-10.3	0.9	-55.7	-15.4	15.6	-16.8	15.1	-21.1	-5.0	-3.5	-30.3
O=C(CN1CCCCCCC1)Nc1cccc(Cl)c1Cl	1.6	1.1	8.1	12.5	-5.8	-6.3	9.9	-7.5	8.9	-13.5	-6.3
CCN(CC)C(=O)C(=O)Nc1ccc(Oc2ccccc2)cc1	-0.1	-3.2	-22.4	-1.7	0.9	-39.4	-6.7	-6.1	-1.0	-7.6	-11.7
O=C1NC(c2ccccc2Cl)Nc2ccccc21 (stereo unspecified)	3.0	-3.4	11.7	0.5	-23.6	8.0	3.1	-0.5	10.2	1.9	-8.9
Cn1ncc(Cl)c1C(=O)NCc1ccco1	3.2	-7.8	-4.8	-8.2	0.1	-3.1	12.1	1.4	10.4	7.9	1.5

Looked up by structure from the entries so far, 3 records:
SMILES	Shn3 3UTR inh	KKLEB cytotox	NR5A2 inv ag	TWEAK-Fn14 inh	C8 TRAIL sens	TROY signal inh	CF NFkB inh	EBV LMP1 NFkB	NCOA3 inh	COUP-TFII inh	SRC1 inh
CC1(C)Oc2ccc3ccc(=O)oc3c2/C(=N/O)C1=O	-4.4	7.9	-7.5	3.8	-25.4	2.8	6.9	-0.6	2.2	-8.3	-21.9
Cn1ncc(Cl)c1C(=O)NCc1ccco1	3.2	-7.8	-4.8	-8.2	0.1	-3.1	12.1	1.4	10.4	7.9	1.5
NC(=O)C1CCN(C(=S)c2ccc(-c3ccc(Br)cc3)o2)CC1	-36.5	-1.2	-132.8	-20.2	22.0	-32.0	-10.3	-19.0	-62.7	-11.8	-112.5

Going on with the list.
SMILES	Shn3 3UTR inh	KKLEB cytotox	NR5A2 inv ag	TWEAK-Fn14 inh	C8 TRAIL sens	TROY signal inh	CF NFkB inh	EBV LMP1 NFkB	NCOA3 inh	COUP-TFII inh	SRC1 inh
CCCCCN(C(=O)NC(=O)Nc1ccccc1OC)S(C)(=O)=O	-18.9	-4.8	21.7	6.0	-1.1	-18.0	8.6	-0.8	11.3	5.4	0.9
CCOc1cc(C(=S)N2CCCCC2)ccc1OS(=O)(=O)c1ccc(Cl)cc1	36.9	-14.0	12.4	12.2	3.6	21.1	16.7	-0.2	9.3	3.8	-6.9
Cc1cc(C)n(C2CC(=O)N(c3ccc(C)c(Cl)c3)C2=O)n1 (stereo unspecified)	5.0	0.2	-4.5	-4.9	-12.9	4.1	-8.5	2.2	9.5	4.9	11.2
CC(CCc1ccccc1)NC(=O)CCC1CCCC1 (stereo unspecified)	-2.0	-18.5	-4.3	-11.7	-12.9	-6.7	6.5	/	18.9	-35.2	1.3
CCOC(=O)c1sc(-n2[nH]c(C)cc2=O)nc1C	4.1	-7.9	18.5	11.3	12.0	-3.4	6.6	-6.1	4.2	-2.1	-7.8
